PfHsp40 rescue = rescue of PfHsp40-mediated yeast toxicity; 340,000 compounds, 0.68% hits; growth rescue, % at 12.5 µM; S. cerevisiae expressing PfHsp40, growth rescue, ATP luminescence; in the data active = growth rescue above about 28%, passing the limit was not always enough; inconclusive = no clear call, values can overlap the other calls;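 also: yeast W303a lacking pdr1 and pdr3 grown in galactose medium; growth measured after three days at 30 °C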
TcdB GH inh = TcdB glycohydrolase inhibition; P18177; TcdB glycohydrolase enzymatic assay, plate reader; inhibition, % at 9.99 µM; 350,000 compounds, 0.24% hits; in the data active = inhibition above about 10%
SARS 3CLpro inh = SARS-CoV 3CLpro protease inhibition. 290,000 compounds, 0.14% hits. AID 1706. inhibition, % at 6 µM. recombinant SARS-CoV 3CLpro, quenched FRET peptide cleavage; in the data active = inhibition above about 12%
MazF activator = increases E. coli MazEF RNase cleavage of RNA | P0AE70 | FAM/BHQ RNA-DNA oligo cleavage fluorescence, 5 h | activation, % at 20 µM | 350,000 compounds, 0.32% hits | AID 504720; in the data active = activation above about 50%
Target sequence (P0AE70 whole entry, looked up): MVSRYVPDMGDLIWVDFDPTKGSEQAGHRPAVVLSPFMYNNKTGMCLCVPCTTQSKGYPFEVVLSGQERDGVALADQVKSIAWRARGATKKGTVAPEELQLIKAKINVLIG
PriA SSB inh = K. pneumoniae PriA-SSBct interaction inhibition | 430,000 compounds, 0.6% hits | AID 1272365 | inhibition, % at 33 µM | AlphaScreen SSBct-PriA binding, biotinylated peptide; in the data active = inhibition mostly above about 37%, no sharp cut-off; inactive = mostly below about 20%;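 also: plate controls were negative control peptide for no effect and reference peptide for full effect; strong numbers were not always called active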
DUSP3 inh = blocks human VHR1 dual specificity phosphatase; P51452; recombinant VHR phosphatase, pNPP absorbance; inhibition, % at 13.3 µM; 290,000 compounds, 0.52% hits; in the data active = inhibition above about 50%; also: some compounds called inactive have numbers as strong as hits
Target sequence (P51452 whole entry, looked up): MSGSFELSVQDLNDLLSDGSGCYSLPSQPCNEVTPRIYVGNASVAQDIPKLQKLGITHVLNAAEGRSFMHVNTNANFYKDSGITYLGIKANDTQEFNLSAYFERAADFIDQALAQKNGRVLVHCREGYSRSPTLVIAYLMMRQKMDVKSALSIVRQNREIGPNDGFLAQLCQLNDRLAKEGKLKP
Y pestis TopoI = blocks Yersinia pestis topoisomerase I activity; Y. pestis Topo-I cleavage product accumulation, plate reader; activity, % at 10 µM; 360,000 compounds, 0.064% hits; AID 504884; in the data active = activity above about 50%, passing the limit was not always enough; inconclusive = no clear call, values can overlap the other calls; also: inactives centre near 2
Rv3671c inh = inhibits the M. tuberculosis serine protease Rv3671c | 320,000 compounds, 0.048% hits | P9WHR9 | inhibition, % at 5.96 µM; in the data active = inhibition above about 38%;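 also: extracellular domain of Rv3671c used as enzyme; 0% = enzyme with DMSO and 100% = no enzyme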
Target sequence (P9WHR9 whole entry, looked up, the tested form may be a part): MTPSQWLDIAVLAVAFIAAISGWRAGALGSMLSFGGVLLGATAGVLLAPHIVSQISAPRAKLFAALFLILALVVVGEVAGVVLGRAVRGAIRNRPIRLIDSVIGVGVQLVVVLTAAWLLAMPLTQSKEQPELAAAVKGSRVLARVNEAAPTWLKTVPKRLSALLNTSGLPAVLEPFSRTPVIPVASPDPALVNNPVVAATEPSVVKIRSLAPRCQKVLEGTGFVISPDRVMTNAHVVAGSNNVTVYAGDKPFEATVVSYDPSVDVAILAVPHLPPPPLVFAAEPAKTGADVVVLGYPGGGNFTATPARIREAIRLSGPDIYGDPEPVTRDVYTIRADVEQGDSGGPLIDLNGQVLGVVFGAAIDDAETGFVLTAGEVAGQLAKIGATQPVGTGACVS
Anthrax LF inh2 = inhibitors of Bacillus anthracis lethal factor protease; inhibition, % at 10 µM; AID 588501; 360,000 compounds, 0.12% hits; multiplex microsphere protease cleavage assay, LF; in the data active = inhibition above about 30%; inconclusive = no clear call, values can overlap the other calls; also: plate controls were buffer without enzyme for full effect and enzyme alone for no effect
BH1578 lux ind = quorum light induction in luxS cqsA deficient V. cholerae | V. cholerae BH1578 lux reporter, luminescence, 6 h | AID 588436 | activation, % at 18.7 µM | 350,000 compounds, 0.16% hits; in the data active = activation mostly above about 9.7%, no sharp cut-off; inconclusive = no clear call, values can overlap the other calls; inactive = mostly below about 3.7%; also: not every result past the cut was called active; inactives centre near 0; reference of the scale not given here
Starred values were filed as active, the others as inactive; i = inactive; ? = inconclusive; / = not tested or not shown. Some of the compounds tested; rates above refer to the full screens.

Order of values – PfHsp40 rescue	TcdB GH inh	SARS 3CLpro inh	MazF activator	PriA SSB inh	DUSP3 inh	Y pestis TopoI	Rv3671c inh	Anthrax LF inh2	BH1578 lux ind
> S=c1[nH]nc(COc2ccccc2)n1/N=C/c1ccccc1Br
→ -0.7	0.1	2	-5	/	2	26	1	4	-8.3
> Cc1cc(C)n(-c2cc(Cl)cc(Cl)c2)c(=O)c1C#N
→ -0.6	/	-1	3	-27	12	-1	0	-2	i
> CCN1C=C(C(=O)c2ccccc2)C(=O)CC1
→ -1.8	-0.2	/	-1	-23	/	3	/	-3	-1.1
> COC(=O)C1=C(c2cc3ccccc3s2)C[C@@H]2CC[C@H]1N2C(=O)NCc1ccc(C(F)(F)F)cc1
→ 18	0.5	/	1	0	/	32	-21	-5	-0.9
> CN(C)c1ccc(-n2cccc2/C=C/[N+](=O)[O-])cc1
→ 230*	0.4	1	-12	1	13	-6	6	9	-0.1
> C=CCn1c(SCC(=O)NC(N)=O)nnc1-c1cc2c(s1)CCC(CC)C2 (stereo not given)
→ 2.7	-0.3	-3	-6	-17	13	4	-10	2	3.7
> Cc1ccc(C(=O)C(C)OC(=O)C2CCN(c3ccc(C(F)(F)F)cn3)CC2)cc1 (stereo not given)
→ 0.7	2.6	/	-5	-20	/	55*	/	/	-1.1
> O=C(O)CCc1ccc(-c2cccs2)n1NC(=O)c1ccc(Cl)cc1
→ -0.3	/	0	-5	-8	0	-5	11	0	-1.7
> O=C(Nc1cccc(S(=O)(=O)N2CCCC2)c1)c1ccco1
→ 1.1	-0.8	/	-1	-2	/	-2	6	4	-1.2
> CNCc1ccccc1Sc1ccc(OC)cc1
→ -1.3	/	-4	0	-22	21	-2	-1	-2	0.3
> COc1ccc(-c2ccc(CCC(=O)O)n2-c2ccc(O)cc2)cc1
→ 0.3	3.5	0	1	11	24	-14	-1	-4	-0.5
> CC(=O)c1c(C)[nH]c(C(=O)CN2C(=O)NC(C)(c3ccc4c(c3)OCO4)C2=O)c1C (stereo not given)
→ 0.2	0.8	1	5	-1	14	8	-3	?	-0.8
> Cc1ccc(SCCN2CCN(C)CCC2=O)cc1
→ 1.2	/	/	6	-4	15	-7	/	-3	i
> Cc1ccc(CNc2ncc(-c3ccccc3)n2C)o1
→ 1.0	-0.2	3	10	6	12	-2	-4	1	-0.3
> CCN(c1cccc(C)c1)S(=O)(=O)c1cc2[nH]c(=O)c(=O)[nH]c2cc1C
→ /	0.9	/	/	/	/	8	/	-3	-0.3
> CCn1cc(CN2CCC(n3nccc3NC(=O)c3ccc4c(c3)OCO4)CC2)c(C)n1
→ -0.5	1.5	4	6	2	-4	-1	-4	-4	i
> COc1cc(NC(=O)c2ccc(OCc3c(C)noc3C)c(OC)c2)cc(OC)c1
→ 0.8	0.7	/	7	5	/	2	0	-4	i
> CC(C)CC(CCc1ccccc1)OS(N)(=O)=O (stereo not given)
→ -1.1	1.6	-1	5	-12	5	8	2	3	-0.7
> COc1ccc(-n2c(-c3cnccn3)n[nH]c2=S)cc1
→ -0.1	/	4	-3	-18	-4	-5	2	-2	-1.0
> Cc1ccc(NCc2nc3ccccc3n2CCOc2ccccc2)cc1
→ 0.7	-0.4	10	1	13	24	0	-14	-4	-0.2
> O=C(O)C1=NOC(CNc2ncc(C(F)(F)F)cc2Cl)C1 (stereo not given)
→ 0.6	0.3	3	-5	-1	17	1	1	0	-0.4
> Cc1ccnc(N/C=C/C(=O)c2ccc(Br)cc2)c1
→ -0.4	0.1	4	-14	-2	9	-1	/	11	i
> Cc1ccc2c(c1)N(C(=O)CCC(=O)NCC(C)c1ccccc1)CC(C)O2 (stereo not given)
→ 2.9	1.8	0	6	-3	17	7	1	-2	-0.2
> COc1ccccc1N1CCN(/N=C/c2ccc(O)c(O)c2)CC1
→ /	-4.7	5	-12	/	4	/	3	/	/
> Cc1c(OCC(=O)NCC(O)c2ccccc2)ccc2c(-c3ccccc3)cc(=O)oc12 (stereo not given)
→ 0.1	0.3	1	-5	-13	37	26	-6	-4	-0.2
> O=C(CCCn1c(=O)[nH]c2ccccc2c1=O)N1CCN(c2ccccn2)CC1
→ -0.4	-6.7	1	10	-2	4	8	4	6	-0.2
> Cc1nnc(N)s1
→ -0.8	0.2	1	-16	-7	13	1	-3	-3	-0.5
> O=C(N/C(=C/c1ccc(Br)cc1)C(=O)N1CCCC1)c1ccccc1F
→ 0.1	0.3	0	2	-10	-2	4	-1	-1	0.0

11 entries from above, tab-delimited:
canonical_smiles	PfHsp40 rescue	TcdB GH inh	SARS 3CLpro inh	MazF activator	PriA SSB inh	DUSP3 inh	Y pestis TopoI	Rv3671c inh	Anthrax LF inh2	BH1578 lux ind
COC(=O)C1=C(c2cc3ccccc3s2)C[C@@H]2CC[C@H]1N2C(=O)NCc1ccc(C(F)(F)F)cc1	18	0.5	/	1	0	/	32	-21	-5	-0.9
CN(C)c1ccc(-n2cccc2/C=C/[N+](=O)[O-])cc1	230*	0.4	1	-12	1	13	-6	6	9	-0.1
C=CCn1c(SCC(=O)NC(N)=O)nnc1-c1cc2c(s1)CCC(CC)C2 (stereo not given)	2.7	-0.3	-3	-6	-17	13	4	-10	2	3.7
Cc1ccc(C(=O)C(C)OC(=O)C2CCN(c3ccc(C(F)(F)F)cn3)CC2)cc1 (stereo not given)	0.7	2.6	/	-5	-20	/	55*	/	/	-1.1
O=C(O)CCc1ccc(-c2cccs2)n1NC(=O)c1ccc(Cl)cc1	-0.3	/	0	-5	-8	0	-5	11	0	-1.7
O=C(Nc1cccc(S(=O)(=O)N2CCCC2)c1)c1ccco1	1.1	-0.8	/	-1	-2	/	-2	6	4	-1.2
CNCc1ccccc1Sc1ccc(OC)cc1	-1.3	/	-4	0	-22	21	-2	-1	-2	0.3
COc1ccc(-c2ccc(CCC(=O)O)n2-c2ccc(O)cc2)cc1	0.3	3.5	0	1	11	24	-14	-1	-4	-0.5
CC(=O)c1c(C)[nH]c(C(=O)CN2C(=O)NC(C)(c3ccc4c(c3)OCO4)C2=O)c1C (stereo not given)	0.2	0.8	1	5	-1	14	8	-3	?	-0.8
Cc1ccc(SCCN2CCN(C)CCC2=O)cc1	1.2	/	/	6	-4	15	-7	/	-3	i
Cc1ccc(CNc2ncc(-c3ccccc3)n2C)o1	1.0	-0.2	3	10	6	12	-2	-4	1	-0.3

Random excerpt: two compounds from above, in no set order.
Order of values – PfHsp40 rescue	TcdB GH inh	SARS 3CLpro inh	MazF activator	PriA SSB inh	DUSP3 inh	Y pestis TopoI	Rv3671c inh	Anthrax LF inh2	BH1578 lux ind
> CCn1cc(CN2CCC(n3nccc3NC(=O)c3ccc4c(c3)OCO4)CC2)c(C)n1
→ -0.5	1.5	4	6	2	-4	-1	-4	-4	i
> COc1ccc(-c2ccc(CCC(=O)O)n2-c2ccc(O)cc2)cc1
→ 0.3	3.5	0	1	11	24	-14	-1	-4	-0.5

Screening results from PubChem.
